# Lipid storage S3 = qHTS Assay for Lipid Storage Modulators in Drosophila S3 Cells. AID 2685. 320,000 compounds, 0.64% hits. Drosophila S3 cells, BODIPY lipid droplet fluorescence, 18-24 h; cells fed with added oleic acid. lipid storage change, negative = inhibition, % at the top dose, mostly 46.1 µM; hits show Potency in µM; active = well fitted inhibition curve with a large enough effect in the signal ratio, with a control signal flat, not every such curve was filed as active; inconclusive = small, poorly fitted or top-dose-only effect, or effect the other way, or a change in a side signal; the % refers to the signal ratio
#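 Laser-scanning cytometry quantifies lipid droplet accumulation (500–530 nm total intensity; droplet/cell object ratio) in oleic acid-fed (400 uM added) Drosophila S3 cells treated with a concentration series. 20 uM Triacsin C defined 100% inhibition.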
# Lipid storage S3 cell count max = recorded beside Lipid storage S3, whose call it bears; cell number change, %; measured here: cell count max response;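 cells counted by Cell Tracker Red CMTPX staining in the red channel; peak over a dose series mostly up to 46.1 µM; percent activity relative to internal control wells on each plate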
# The depositor's hits bear a star; i = inactive; ? = inconclusive; · = no result given. % is set by controls: 0 for no effect and ±100 for the full control effect; potency is the fitted concentration of half-maximal effect. A portion of the library; rates above refer to the full screens.
# Results follow in this order: Lipid storage S3 cell count max	Lipid storage S3
> COc1cccc(OCC(=O)Nc2ccccc2C(=O)Nc2ccc(C(=O)O)cc2)c1
  ·	?
> O=C(O)c1cccc(Cn2c(Cl)c(/C=N/NC(=O)c3cccc(O)c3)sc2=O)c1
  ·	?
> O=C(CN(Cc1ccccc1F)C(=O)Cn1nnc(-c2cccs2)n1)NCC1CCCO1 (centres undefined)
  ·	?
> CCCCNC(=O)COC(=O)c1cc(C)oc1C
  ·	?
> O=C(NCCc1ccccc1)c1ccc2c(c1)OCCO2
  0.6	11.8%
> Clc1ccccc1-c1nnc2sc(-c3ccc(Br)o3)nn12
  ·	?
> Cc1onc(-c2c(F)cccc2Cl)c1C(=O)Nc1ccccc1N1CCOCC1
  -14.7	6.0%
> CC1CCCN(C(=O)COC(=O)c2cc([N+](=O)[O-])ccc2N2CCOCC2)C1 (centres undefined)
  ·	i
> O=C(Nc1cc(Cl)cc(Cl)c1)c1ccc(Cn2c(=O)[nH]c3ccsc3c2=O)cc1
  ·	?
> COc1ccc(CNc2ncnc3c2[nH]c2ccccc23)cc1
  ·	?
> Cc1ccc(C(=O)N/C(=C/c2ccc(Cl)cc2)C(=O)NCC2CCCO2)cc1 (centres undefined)
  ·	?
> Cc1ccc(/C=C/C(=O)O)cc1S(=O)(=O)N1CCC(Cc2ccccc2)CC1
  1.8	-18.7%
> CCOC(=O)N1CCN(C(=S)NC2CCCC2)CC1
  ·	?
> Cc1cc(C)cc(OCCNC(=O)C2CCN(S(=O)(=O)c3ccccc3)CC2)c1
  -1.5	i
> O=C(Cc1ccc(Cl)cc1)Nc1ccccc1C(=O)N1CCCCC1
  ·	?

# Carrying on:
# Results follow in this order: Lipid storage S3 cell count max	Lipid storage S3
> CCc1nc(N2CCN(C(=O)c3ccccc3)CC2)c(C#N)c2c1COC(C)(C)C2
  -17.3	14.8%
> COC(=O)c1ccc(NC(=O)c2cnc3scc(C)n3c2=O)cc1
  0.7	-4.2%
> Cc1ccc(-c2c(C(=O)O)c(C(=O)O)c3n2CCC3)cc1
  ·	?
> COc1cc2c(cc1OC)CN(C(=O)Cc1ccc(OC)c(S(=O)(=O)N3CCOCC3)c1)CC2
  ·	?
> COC(=O)C(C)C1Sc2ccccc2NC1=O (centres undefined)
  ·	?
> Cn1c(=O)c2c(nc(SCCCC#N)n2Cc2ccccc2F)n(C)c1=O
  4.8	20.7%
> COc1cc(NC(=O)c2cc(-c3ccco3)on2)cc(OC)c1OC
  ·	?
> Cn1nccc1C(=O)N1CCCC(C(=O)c2ccc(C(F)(F)F)cc2)C1 (centres undefined)
  23.3	7.8%
> CC(C)c1nnc(NC(=O)CCC(=O)NC2CCCCC2)s1
  -9.6	-3.8%
> Cc1ccsc1/C=N/N=C/c1sccc1C
  -16.1*	18.4µM*
> CC(C)OP(=O)(c1ccc(N(C)C)cc1)C(O)c1c(Cl)cccc1Cl (centres undefined)
  0.9	i
> O=C(NCCc1ccccn1)C(F)(F)C(F)(F)C(F)(F)C(F)(F)C(F)(F)C(F)F
  -26.6	12.0%
> COc1cccc(C2=CC(c3ccccc3)n3nnnc3N2)c1 (centres undefined)
  ·	?
> CCc1cc(C(=O)N2CCCC(C(=O)c3cccc(OC(C)C)c3)C2)n(C)n1 (centres undefined)
  ·	?
> O=C(c1ccc(-c2ccccc2)cc1)C1CCCN(C(=O)c2ccncc2)C1 (centres undefined)
  -2.1	-9.9%

# Taken from above.
# Lipid storage S3 cell count max, Cc1ccsc1/C=N/N=C/c1sccc1C → -16.1*
# Lipid storage S3, Cn1nccc1C(=O)N1CCCC(C(=O)c2ccc(C(F)(F)F)cc2)C1 (centres undefined) → 7.8%

# Next section
# Results follow in this order: Lipid storage S3 cell count max	Lipid storage S3
> O=[N+]([O-])c1ccc(C23CC4CC(CC(O)(C4)C2)C3)cc1
  -14.3	18.6%
> Cc1ccc(-c2nnn(CC(=O)N(Cc3ccccc3F)C(C(=O)NC3CCCC3)c3ccncc3)n2)o1 (centres undefined)
  0.2	0.5%
> O=C(CC(c1ccccc1)c1ccccc1)Nc1ccc(Cl)cn1
  ·	?
> Cc1ccc(S(=O)(=O)N(C(=O)c2ccncc2)c2ccc(OC(=O)c3ccncc3)cc2)c(C)c1
  ·	?
> COc1ccc(NC(=O)CN(C)C(=O)c2cccc(NS(=O)(=O)c3ccc(Br)cc3)c2)cc1
  ·	?
> c1ccc2c(c1)Cn1nc(Cc3nc4c(s3)CCCC4)nc1-2
  3.2	25.5%
> Cc1ccc(N(CC(=O)N=Nc2c(O)[nH]c3ccccc23)S(C)(=O)=O)c(C)c1
  ·	?
> CCOC(=O)COc1cccc2c(=O)n(CC(=O)NCCc3ccccc3)ccc12
  ·	?
> O=C(CSc1nnc2scc(-c3ccc(Cl)cc3)n12)NCc1ccco1
  3.1	8.1%
> CCCCn1c(N)c(N(CC(C)C)C(=O)c2ccc(N(C)S(=O)(=O)c3ccc(C)cc3)cc2)c(=O)[nH]c1=O
  ·	26.2%
> O=C(c1sc2ccccc2c1Cl)N(Cc1ccccc1)C1CCS(=O)(=O)C1 (centres undefined)
  ·	?
> C=C1CCC2[C@](C)(CO)[C@H](O)CC[C@@]2(C)[C@@H]1C/C=C1\C(=O)OC[C@H]1O (some centres undefined)
  -9.3	-7.1%
> CC(=O)NNc1ncnc2c1cnn2-c1ccc(C)c(C)c1
  23.7	-0.6%
> O=C(Cn1c(C(F)(F)F)nc2ccccc21)c1ccc(Cl)cc1
  ·	i
> CCOC(=O)C1=NOC2C3CC(C12)C1C(=O)N(CCc2ccc(OC)c(OC)c2)C(=O)C31 (centres undefined)
  13.9	4.6%

# Whole records from above. Values in the order: Lipid storage S3 cell count max | Lipid storage S3
# O=C(Cc1ccc(Cl)cc1)Nc1ccccc1C(=O)N1CCCCC1 across the screens: · | ?
# Cc1ccc(/C=C/C(=O)O)cc1S(=O)(=O)N1CCC(Cc2ccccc2)CC1 across the screens: 1.8 | -18.7%
# Cn1c(=O)c2c(nc(SCCCC#N)n2Cc2ccccc2F)n(C)c1=O across the screens: 4.8 | 20.7%
# O=C(Nc1cc(Cl)cc(Cl)c1)c1ccc(Cn2c(=O)[nH]c3ccsc3c2=O)cc1 across the screens: · | ?

# (next part)
# Results follow in this order: Lipid storage S3 cell count max	Lipid storage S3
> COc1ccccc1Nc1cc(C(=O)N2CCc3ccccc3C2)c2ccccc2n1
  ·	?
> O=C(CCc1ccccc1)N=C1SC2CS(=O)(=O)CC2N1Cc1ccccc1 (centres undefined)
  ·	?
> Cc1cc(=O)oc2c3c(cc(OCC(=O)NCc4ccccn4)c12)OC(C)(C)CC3
  ·	?
> CN(C)Cc1nc2c(c(=O)[nH]1)C(C)(C)Cc1ccccc1-2
  11.9	-5.8%
> COc1cc(/C=C2\SC(=S)N(N3CCOCC3)C2=O)ccc1O
  11.2	22.0%
> COc1c2ccc(C(=O)NCCCCc3ccccc3)cc2nn1C
  -13.1	i
> COC(=O)C(C(=O)Nc1ccccc1C)C1CCCC1 (centres undefined)
  -8.1	14.2%
> CC1CC(C)CN(C(=O)C2CCC(CNc3c(N4CCCCC4)c(=O)c3=O)CC2)C1 (centres undefined)
  -10.5	-5.1%
> CC(C)(C)OC(=O)[C@H](Cc1ccccc1)NC(=O)c1[nH]cnc1C(=O)N[C@@H](Cc1ccccc1)C(=O)OCc1ccccc1
  ·	?
> CC(=O)Nc1ccc(-c2nnc(SCC(=O)NCc3ccco3)n2C)cc1
  ·	?
> CC1(C)Cc2c(C#N)c(SCCC#N)nc(N3CCOCC3)c2CO1
  ·	?
> O=C(COC(=O)c1oc2ccccc2c1COc1ccccc1)NCCN1C(=O)CSC1=O
  6.4	-0.1%
> Cc1nn(Cc2ccc(Cl)cc2)c2sc(C(=O)O)cc12
  ·	6.9%
> O=C(O)c1ccccc1C(=O)NC1=NN(c2ccccc2)CC1
  ·	0.6%
> CCC1CCCCN1CCCNC(=O)C1CCN(c2nnc(-n3cccc3)s2)CC1 (centres undefined)
  ·	?

# (list continues)
# Results follow in this order: Lipid storage S3 cell count max	Lipid storage S3
> CCOC(=O)CN(C(=O)CSc1nnc(CNc2ccc(C)cc2C)o1)c1ccccc1
  -7.3	-0.9%
> COc1cc2c(C(=O)N3CCN(c4ccccc4F)CC3)cn(C)c(=O)c2cc1OC
  ·	?
> COc1ccc(CNC(=O)CSc2ccc(Br)cc2)cc1OC
  ·	?
> CC1=C(C(=O)Nc2ccccc2)C(c2ccc3c(c2)OCO3)C2=C(CCCC2=O)N1 (centres undefined)
  ·	i
> O=C(NC1CCCCCC1)c1nc2ncccn2n1
  -3.3	14.2%
> N=c1c(C(=O)NC2CCCCC2)cc2c(=O)n3ccccc3nc2n1CCc1ccccc1
  ·	?
> COc1cccc(-c2ccc3c(c2)S(=O)(=O)c2cccc(C(=O)O)c2C3=O)c1OC
  ·	0.651µM*
> CCC12CN(S(=O)(=O)c3ccc(C)cc3)CC(CC)(CN(S(=O)(=O)c3ccc(C)cc3)C1)C2=O
  ·	i
> O=C1C(NS(=O)(=O)c2cccs2)=C(N2CCN(c3cccc(Cl)c3)CC2)C(=O)c2ccccc21
  ·	?
> COC(=O)c1ccccc1NC(=O)COC(=O)c1ccco1
  ·	13.4%
> Cc1cc(=O)oc2c(C)c(OC(C)C(=O)NCC3CCC(C(=O)O)CC3)ccc12 (centres undefined)
  -7.6	-19.3%
> O=C(NC1CCCC1)C(c1ccccc1)N(C(=O)c1ccno1)c1ccccc1 (centres undefined)
  5.0	8.6%
> Clc1cccc(CN2CCC(Cc3ccccc3)CC2)c1
  ·	?
> O=c1c(Br)c(N2CCCC2)cnn1-c1ccccc1
  ·	?
> CCc1ccc(/C([O-])=C(/C(=S)NCCN2CCOCC2)[n+]2ccccc2)cc1
  ·	?

# The list continues.
# Results follow in this order: Lipid storage S3 cell count max	Lipid storage S3
> COc1ccc(C(=O)NCCNC(=O)c2cnccn2)cc1OC
  ·	?
> Cc1noc(C)c1COc1ccc(CC(=O)NC2CCCCCC2)cc1
  ·	?
> CCCNC(=O)Cn1sc2nc(C)cc(C)c2c1=O
  ·	?
> COc1ccccc1N1CCN(S(=O)(=O)c2cn(C)nc2C)CC1
  ·	?
> CN(C)c1cc[n+](CC(=O)N2CCCc3ccccc32)cc1
  ·	?
> CCCCc1ccc(/C=C(\C#N)C(N)=S)s1
  ·	?
> CN1CCN(CC(O)COc2ccc(Cl)cc2)CC1 (centres undefined)
  ·	?
> NNC(=O)c1n[nH]c(=O)c2ccccc12
  ·	?
> O=C(Nc1ccccc1)C1CC2CCCC(C1)C2=O (centres undefined)
  ·	?
> O=c1[nH]cc(S(=O)(=O)Nc2ccc3c(c2)OCO3)c(=O)[nH]1
  ·	?
> Cc1cccc2c(N=Nc3ccc(S(=O)(=O)Nc4ccc(Cl)cc4)cc3[N+](=O)[O-])c(O)[nH]c12
  ·	?
> CCC(=O)N1CCc2cc(S(=O)(=O)NCCC(=O)NC3CCCCCC3)ccc21
  ·	?
> CCCCCOC(=O)Cn1c(SCC(=O)Nc2ccccc2)nc2c1c(=O)[nH]c(=O)n2C
  ·	?
> Cc1cccc(C)c1NC(=O)COC(=O)c1ccccc1Nc1ccccc1
  ·	27.3%
> COCCCC1CCN(C(=O)C2CCC(=O)N(CC3CCCCC3)C2)CC1 (centres undefined)
  ·	i

# (next part)
# Results follow in this order: Lipid storage S3 cell count max	Lipid storage S3
> COc1ccc(C(=O)CC(=O)C(=O)Nc2ccc(C)c(Cl)c2)cc1
  -2.6	-22.0%
> COc1ccc(C(=O)NCC(=O)OCC(=O)Nc2cc([N+](=O)[O-])ccc2F)cc1
  16.6	9.4%
> O=C(COC(=O)C1CC(=O)N(c2ccc3c(c2)OCCO3)C1)Nc1ccc2c(c1)CCC2 (centres undefined)
  5.9	-3.4%
> O=C(Cc1ccccc1)NCC(=O)N/N=C/c1ccc(Cl)cc1
  ·	?
> Cc1cc(C)nc(Nc2nc(-c3ccccc3)cs2)n1
  ·	?
> CN1CCN(c2ccccc2NC(=O)c2ccc(F)cc2)CC1
  8.7	-15.4%
> CCOCCCNCC(=O)Nc1ccccc1N1CCOCC1
  ·	?
> Cc1csc(NC(=O)c2ccc(S(C)(=O)=O)cc2)n1
  -2.8	0.2%
> COc1cccc(CC(NC(C)=O)C(=O)NC2CCN(c3nnnn3-c3ccccc3)CC2)c1OC (centres undefined)
  ·	?
> CC(C)C(=O)Nc1ccc(C(=O)Nc2ccc(S(=O)(=O)N3CCOCC3)cc2)cc1
  ·	?
> CCOC(=O)CSc1nnc(CNC(=O)c2ccco2)n1-c1ccc(F)cc1
  -4.5	3.4%
> COC(=O)c1cccc2c1-c1ccccc1/C2=N\NC(N)=O
  7.4	6.1%
> O=C(Nc1cc(SCCO)cc([N+](=O)[O-])c1)c1ccc(Br)o1
  ·	26.2%
> COc1cccc(CNC(=O)C(=O)NCCC2CCCCN2S(=O)(=O)c2ccc(C)cc2)c1 (centres undefined)
  ·	?
> CCCn1c(=O)n(C)c(=O)c2c(SCC(=O)NCc3ccco3)nc(C3CC3)nc21
  ·	?

# Other compounds.
# Results follow in this order: Lipid storage S3 cell count max	Lipid storage S3
> CCCCc1c(O)nc2ccccn2c1=O
  10.9	5.3%
> COc1ccc(C)cc1NC(=O)CSc1nnc(CC(=O)Nc2ccccc2F)n1C
  17.4	7.2%
> COc1cc2c(cc1OC)C1(CCCC1)CNC2C (centres undefined)
  3.8	5.7%
> Cc1nnc(NC(=O)c2ccc3ccccc3n2)s1
  -6.0	-1.3%
> CN(/N=C/c1ccc(Cl)cc1)c1ncc(Cl)cc1C(F)(F)F
  4.1	12.4%
> COc1ccc(S(=O)(=O)Nc2cccnc2)c(Cl)c1Cl
  -0.2	21.4%
> Cc1ccccc1NC(=O)CNc1ccccc1N1CCCCC1
  ·	?
